Compound activity (PubChem BioAssay)
HTT ATP protect = Huntington cell model cytoprotection by ATP luminescence; Potency, µM (series often up to 56.4 µM), inactives show cytoprotection (ATP increase), hits mostly activators; hit rate 0.14% among 230,000; PC12 HTT-Q103 induced, cytoprotection, ATP luminescence, 40 h;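 note: % of control where 0% means no effect; nearly all actives have a fitted effect of over 45% in size; toxic huntingtin expression switched on by the ecdysone agonist tebufenozide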
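Cells were plated at 1500 per well in phenol red-free DMEM with 5% equine and 5% calf serum. Tebufenozide (100 nM final) and compounds were added, then ATPlite reagent, and luminescence was read.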
GAA inhib = blocks human lysosomal alpha-glucosidase. P10253. purified human GAA, 4-MU-alpha-glucoside fluorescence. Potency, µM (highest dose often 76.9 µM), for the others: at the highest dose activity change, negative = inhibition, hits mostly inhibitors. hit rate 0.005% among 200,000. AID 1466;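 note: plate controls were uninhibited enzyme wells for no effect and no-enzyme background for full effect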
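Fluorogenic assay: 4 nM human alpha-glucosidase with 400 uM 4-methylumbelliferyl-alpha-D-pyranoside in 50 mM citrate/phosphate, 0.005% Tween-20, pH 5.0, 20 min at room temperature. Compounds tested up to 77 uM; AC50 from Hill fits.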
GAA spleen mod = inhibitors or activators of human alpha-glucosidase in spleen homogenate. P10253. human spleen homogenate, 4-MU-alpha-glucoside fluorescence. Potency, µM (doses to about 79.9 µM), without a hit: top-dose activity change, negative = inhibition, actives largely listed as inhibitors. hit rate 0.006% among 240,000. AID 2112;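 note: 0% = enzyme with vehicle and -100% = no enzyme basal signal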
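AC50 values come from Hill-equation fits of concentration-response data, normalized to no-enzyme and full-activity controls. Enzyme source: 1 ug human spleen homogenate; 1 mM fluorogenic 4-MU glucoside, pH 5.0 citrate buffer, 37 C, 40 min.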
IMPase Li cell = membrane-permeable IMPase blocker, potentiated with lithium | Potency, µM (doses to about 59.4 µM), for the others: top-dose activity, negative = IMPase inhibition, most hits filed as inhibitors | hit rate 0.35% among 210,000 | CHO-M1 cells, IP1 TR-FRET (IP-One), carbachol + lithium | AID 1457;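 note: IP1 builds up when IMPase is blocked and the TR-FRET signal falls; plate controls were basal vehicle for no effect and high inhibitor control for full effect; nearly all actives have a fitted effect of over 50% in size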
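IP1 accumulation measured by competitive TR-FRET in lysed CHO-M1 cells after 30 min compound exposure at 37C, with a small lithium addition to potentiate weak responses. Hill-equation AC50 from ratio and donor-channel data.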
GoLoco inh red = RGS12 GoLoco-Gai1 interaction inhibition. Gai1:RGS12 GoLoco peptide FP, rhodamine, 10 min. hit rate 0.44% among 230,000. Potency, µM (highest dose often 61.6 µM), without a hit: at the highest dose activity, negative = inhibition, most hits filed as inhibitors. P63096; active = well fitted inhibition curve with a large enough effect, not every such curve was filed as active; inactive = no such curve, though single readings can be large or run the other way; note: % is set by controls: 0 for no effect and ±100 for the full control effect; nearly all actives have a fitted effect of over 30% in size; many of its hits are not listed in these tables
Target sequence (P63096 whole entry, looked up): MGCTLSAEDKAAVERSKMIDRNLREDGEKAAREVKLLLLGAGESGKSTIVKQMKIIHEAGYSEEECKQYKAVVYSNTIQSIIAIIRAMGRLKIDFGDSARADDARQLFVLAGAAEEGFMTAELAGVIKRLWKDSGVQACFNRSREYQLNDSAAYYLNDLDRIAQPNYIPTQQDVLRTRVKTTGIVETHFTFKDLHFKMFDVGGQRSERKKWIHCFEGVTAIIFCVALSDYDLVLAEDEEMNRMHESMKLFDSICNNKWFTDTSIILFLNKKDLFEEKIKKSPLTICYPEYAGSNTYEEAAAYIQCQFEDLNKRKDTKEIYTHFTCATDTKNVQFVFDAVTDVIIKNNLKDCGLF
GAA glycogen = GAA glycogen-cleavage inhibition or activation; P10253; recombinant GAA, glycogen substrate, Amplex Red glucose oxidase fluorescence; Potency, µM (titrated, usually from 76.4 µM), for the others: top-dose activity change, negative = inhibition, hits mostly inhibitors; hit rate 0.38% among 300,000; AID 2100;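 note: 0% = full enzyme reaction and -100% = no-enzyme basal signal; the screen sought inhibitors and activators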
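Recombinant human enzyme (4 nM); glycogen substrate; 37 C, 40 min, pH 5.0. Readout: coupled glucose oxidase/Amplex Red fluorescence.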
HTT aggregate = reduces HttQ103-GFP aggregates in PC12 cells. PC12 HttQ103-GFP aggregates, Acumen cytometry, 40 h. Potency, µM (highest dose often 46.1 µM), for the others: top-dose activity change, negative = inhibition, hits mostly inhibitors. hit rate 1.1% among 220,000. AID 1688; note: % is set by controls: 0 for no effect and ±100 for the full control effect; nearly all actives have a fitted effect of over 60% in size
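Quantitative HTS on tebufenozide-induced (100 nM) PC12 cells stably expressing polyQ103 Huntingtin exon 1–GFP. Reduction of bright GFP aggregates, detected by laser scanning cytometry after lysis, identified actives across the titration.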
Active calls of the source: *; [ ] = remark or other dose. Unless noted, calls come from the whole dose curve; as a rule, active = well fitted curve in the direction sought with a large enough effect; inconclusive = small, poorly fitted or top-dose-only effect, or another doubt; inactive = no such curve, though single readings can be large; an effect the other way counts as inactive or inconclusive. Potency is the fitted concentration of half-maximal effect. The list is partial; rates above refer to the full screens.

OC(COc1ccccc1)Cn1c2ccccc2c2ccccc21 (stereo not drawn) was read as HTT ATP protect 16.2%[10 µM], GAA inhib -1.7%, GAA spleen mod -3.6%, IMPase Li cell 7.7%, GoLoco inh red 1.8%, GAA glycogen 2.5% and HTT aggregate -2.8%.
`CCc1cccc(NC(=O)Nc2ccc3c(c2)OCO3)c1` gave HTT ATP protect -34.2%, GAA inhib -1.6%, GAA spleen mod -10.1%, GoLoco inh red -5.3%, GAA glycogen 13.2% and HTT aggregate -24.3%.
Screening CN(C)c1ccc(NS(=O)(=O)c2cc(Cl)ccc2Cl)cc1 returned HTT ATP protect 0.794µM*, GAA inhib -5.4%, GAA spleen mod 3.1%, IMPase Li cell 4.4%, GoLoco inh red 4.0%, GAA glycogen 12.5% and HTT aggregate inconclusive.
Screening O=c1c2[nH]c3ccc(F)cc3c2ncn1CC1CCCO1 (stereo not drawn) returned HTT ATP protect -18.9%[10 µM], GAA spleen mod -4.7%, GoLoco inh red 3.9%, GAA glycogen 4.9% and HTT aggregate 25.8%[9.22 µM].
For CC(c1ccccc1)n1c(SCC(=O)N2CC(=O)Nc3ccccc32)nc2ccccc2c1=O (stereo not drawn) the results were HTT ATP protect 6.2%[10 µM], GAA inhib -0.8%, GAA spleen mod 9.5%, IMPase Li cell 11.9%, GoLoco inh red 4.3%, GAA glycogen -6.3% and HTT aggregate -1.7%.
For CC(=O)NCC(=O)OCC(=O)Nc1ccc(C(C)=O)cc1 the results were HTT ATP protect 17.0%, GAA inhib 7.3%, GAA spleen mod 2.8%, IMPase Li cell 6.3%[38.3 µM], GoLoco inh red 21.5%, GAA glycogen -13.6% and HTT aggregate 7.0%.
For O=c1c2ccccc2ncn1-c1ccccc1C(F)(F)F the results were HTT ATP protect -1.3%[10 µM], GAA inhib 1.1%, GAA spleen mod 8.4%, IMPase Li cell 8.0%, GoLoco inh red 5.3%, GAA glycogen -0.5% and HTT aggregate 3.7%[9.22 µM].
Screening O=C1CCCCCN1Cc1ccccc1 returned HTT ATP protect -1.3%, GAA inhib -28.9%[15.4 µM], GAA spleen mod -6.6%, IMPase Li cell 0.6%[38.3 µM], GoLoco inh red 8.2%, GAA glycogen -2.0% and HTT aggregate -7.0%.
`N#Cc1ccccc1CSc1ccccn1` gave HTT ATP protect -0.5%[10 µM], GAA inhib 1.3%, GAA spleen mod -7.1%, IMPase Li cell 16.2%[38.3 µM], GoLoco inh red -5.1%, GAA glycogen 3.3% and HTT aggregate 8.3%.
For COC(=O)C(C)Sc1nc2c(c(=O)n1-c1ccccc1)SCC2 (stereo not drawn) the results were HTT ATP protect -2.1%, GAA inhib -6.5%, GAA spleen mod 4.4%, IMPase Li cell -10.0%[38.3 µM], GoLoco inh red -5.1%, GAA glycogen -10.6% and HTT aggregate 13.9%.
`COc1ccccc1CNC(=O)c1cn(C)c(=O)c2cc(OC)c(OC)cc12` gave HTT ATP protect 15.2%, GAA inhib 2.5%, GAA spleen mod 0.2%, IMPase Li cell -29.2%[38.3 µM], GoLoco inh red -5.9%, GAA glycogen 12.4% and HTT aggregate 19.7%[9.22 µM].
Screening CCOc1ccccc1-c1n[nH]c(=S)o1 returned HTT ATP protect -5.6%, GAA inhib -6.6%, GAA spleen mod 6.6%, IMPase Li cell inconclusive, GoLoco inh red 13.0%, GAA glycogen -3.8% and HTT aggregate 22.8%.
For O=C(NC1CCCC1)c1ccccc1-c1nc2ccccc2[nH]1 the results were HTT ATP protect 11.5%, GAA inhib -0.9%, GAA spleen mod -0.1%, IMPase Li cell 27.9%[38.3 µM], GoLoco inh red 2.3%, GAA glycogen 0.9% and HTT aggregate 4.7%.
CCOc1ccc(C(NC(=O)/C=C/c2ccco2)c2ccc(OC)c(OC)c2)cc1 (stereo not drawn) was read as HTT ATP protect 19.2%[10 µM], GAA inhib -6.4%, GAA spleen mod -0.7%, IMPase Li cell 17.2%, GoLoco inh red 5.8%, GAA glycogen 10.9% and HTT aggregate -0.8%.
Screening CC1(C)CN=C(N2CCN(C3=NCC(C)(C)S3)CC2)S1 returned HTT ATP protect 5.6%[10 µM], GAA inhib 13.0%, GAA spleen mod -7.6%, GAA glycogen 2.5% and HTT aggregate -5.0%.
For Cc1ccc(CNC(=O)NC2CCCCC2)cc1 the results were HTT ATP protect -19.4%, GAA inhib 4.6%, GAA spleen mod -8.7%, IMPase Li cell 22.3%[38.3 µM], GoLoco inh red 7.8%, GAA glycogen 3.3% and HTT aggregate 4.1%.
CC(=O)C(Cc1ccccc1)NC(=O)CN1CCN(Cc2ccccc2)CC1 (stereo not drawn) was read as HTT ATP protect -1.9%[10 µM], GAA inhib -0.2%, GAA spleen mod -1.2%, IMPase Li cell 4.1%, GoLoco inh red 14.2%, GAA glycogen 6.0% and HTT aggregate 21.2%.
`CCOC(=O)CSc1nc(-c2ccccc2)nc2ccccc12` gave HTT ATP protect -18.3%, GAA inhib -8.1%, GAA spleen mod -7.7%, IMPase Li cell inconclusive, GoLoco inh red -1.5%, GAA glycogen 1.3% and HTT aggregate -3.1%.
Screening CC(C)(CO)Nc1nc(Cl)nc(NC2CCCCC2)n1 returned HTT ATP protect -2.6%[10 µM], GAA spleen mod 1.6%, GoLoco inh red -4.3%, GAA glycogen -2.8% and HTT aggregate -4.8%[9.22 µM].
Screening O=C(CCCc1ccccc1)NCc1cn2ccsc2n1 returned HTT ATP protect 5.3%, GAA inhib -5.3%, GAA spleen mod -3.0%, IMPase Li cell 15.3%[38.3 µM], GoLoco inh red -7.8%, GAA glycogen 2.9% and HTT aggregate inconclusive.
`Nc1nc(Nc2ccc(Cl)cc2)nc(NCc2ccco2)c1[N+](=O)[O-]` gave HTT ATP protect 25.6%[10 µM], GAA spleen mod -8.7%, GoLoco inh red 4.1%, GAA glycogen -0.4% and HTT aggregate 30.7%[9.22 µM].
COCCn1c(C23CC4CC(CC(C4)C2)C3)n[nH]c1=S was read as HTT ATP protect 14.8%, GAA inhib -7.4%, GAA spleen mod 2.4%, IMPase Li cell 26.9%[38.3 µM], GoLoco inh red -8.4%, GAA glycogen -3.3% and HTT aggregate -30.8%.
`CNC(=O)[C@H](C)/C=C/C(NC(=O)OCc1ccccc1)c1ccc(C(=O)OC)cc1` (stereo partly drawn) gave HTT ATP protect 7.1%, GAA spleen mod -8.3%, IMPase Li cell 6.5% and GoLoco inh red 5.8%.
COC(=O)CS(=O)(=O)c1cc([N+](=O)[O-])ccc1NC(=O)OC was read as HTT ATP protect -40.3%, GAA inhib -14.5%, GAA spleen mod -2.1%, IMPase Li cell 0.6%, GoLoco inh red 4.9%, GAA glycogen -8.9% and HTT aggregate -4.1%.
CCCN(CCC)CCNS(=O)(=O)c1ccc2c(c1)CCN2C(=O)C1CCC1 was read as HTT ATP protect 9.5%[10 µM], GAA inhib -11.5%, GAA spleen mod -5.0%, IMPase Li cell 37.3%[activator][38.3 µM], GoLoco inh red -3.0%, GAA glycogen -5.1% and HTT aggregate inconclusive.
For C=CCc1cccc2cc(C(=O)Nc3ccc(NC(C)=O)cc3)c(=O)oc12 the results were HTT ATP protect 28.2%[10 µM], GAA inhib inconclusive, GAA spleen mod 0.3%, IMPase Li cell 5.5%, GoLoco inh red 21.6%, GAA glycogen -6.2% and HTT aggregate 22.8%[9.22 µM].
For O=C(c1ccccn1)N(c1ccccc1)C1(C(=O)NC2CCCCC2)CCCCC1 the results were HTT ATP protect -17.4%, GAA inhib 3.4%, GAA spleen mod 1.1%, IMPase Li cell 5.3%, GoLoco inh red -2.2%, GAA glycogen -5.0% and HTT aggregate -0.1%.
CSc1ncccc1C(=O)OCc1ccccc1F was read as HTT ATP protect -13.3%[10 µM], GAA inhib -3.3%, GAA spleen mod -13.3%, IMPase Li cell -4.0%[38.3 µM], GoLoco inh red 5.7%, GAA glycogen -2.4% and HTT aggregate 16.9%.
For O=C1c2cccc3cccc(c23)C(=O)N1c1ccccn1 the results were HTT ATP protect 6.4%[10 µM], GAA inhib inconclusive, GAA spleen mod -12.2%, IMPase Li cell 1.8%, GoLoco inh red -5.2%, GAA glycogen 2.0% and HTT aggregate 9.0%.
For ClCCl the results were HTT ATP protect 20.8%, GAA spleen mod -10.1%, IMPase Li cell 3.6% and GoLoco inh red -12.9%.
`CCOC(=O)c1cc(-c2ccccc2)sc1NC(=O)CSc1nncs1` gave HTT ATP protect -5.6%[10 µM], GAA inhib -7.6%, GAA spleen mod -4.3%, GAA glycogen 3.6% and HTT aggregate -1.3%.
For Cc1cc(C)n(C(=O)c2ccc(C)c(S(=O)(=O)N3CCCCC3)c2)n1 the results were HTT ATP protect 19.6%, GAA inhib 6.3%, GAA spleen mod 0.8%, IMPase Li cell 18.8%[38.3 µM], GoLoco inh red -5.7%, GAA glycogen -19.1% and HTT aggregate 12.6%[9.22 µM].
`CC1=C(C#N)C(Nc2ccc(Cl)cn2)(C(F)(F)F)C(=O)N1` (stereo not drawn) gave HTT ATP protect -13.1%, GAA inhib 3.6%, GAA spleen mod -1.0%, IMPase Li cell 13.5%[38.3 µM], GoLoco inh red -13.7%, GAA glycogen 6.3% and HTT aggregate 8.7%.
CCOC(=O)CSc1snnc1-c1ccccc1 was read as HTT ATP protect 14.8%, GAA inhib -2.3%, GAA spleen mod -0.9%, IMPase Li cell 12.2%[38.3 µM], GoLoco inh red -0.2%, GAA glycogen 4.7% and HTT aggregate 20.4%.
O=C(O)Cc1csc(-c2ccccc2)n1 was read as HTT ATP protect -18.9%, GAA inhib 7.8%, GAA spleen mod 3.4%, IMPase Li cell 3.7%, GoLoco inh red 2.2%, GAA glycogen 11.1% and HTT aggregate -2.5%[9.22 µM].

By substructure, the compounds so far containing an aryl methoxy group.
`COc1ccccc1CNC(=O)c1cn(C)c(=O)c2cc(OC)c(OC)cc12` gave HTT ATP protect 15.2%, GAA inhib 2.5%, GAA spleen mod 0.2%, IMPase Li cell -29.2%[38.3 µM], GoLoco inh red -5.9%, GAA glycogen 12.4% and HTT aggregate 19.7%[9.22 µM].
CCOc1ccc(C(NC(=O)/C=C/c2ccco2)c2ccc(OC)c(OC)c2)cc1 (stereo not drawn) was read as HTT ATP protect 19.2%[10 µM], GAA inhib -6.4%, GAA spleen mod -0.7%, IMPase Li cell 17.2%, GoLoco inh red 5.8%, GAA glycogen 10.9% and HTT aggregate -0.8%.

Retrieved by structure from the list above, two records:
`CNC(=O)[C@H](C)/C=C/C(NC(=O)OCc1ccccc1)c1ccc(C(=O)OC)cc1` (stereo partly drawn) gave HTT ATP protect 7.1%, GAA spleen mod -8.3%, IMPase Li cell 6.5% and GoLoco inh red 5.8%.
For CC(=O)NCC(=O)OCC(=O)Nc1ccc(C(C)=O)cc1 the results were HTT ATP protect 17.0%, GAA inhib 7.3%, GAA spleen mod 2.8%, IMPase Li cell 6.3%[38.3 µM], GoLoco inh red 21.5%, GAA glycogen -13.6% and HTT aggregate 7.0%.
